MmCpn inh: inhibitors of Methanococcus maripaludis chaperonin (MmCpn). purified Mm-Cpn ATPase, ADP Transcreener TR-FRET. Potency, µM (series often up to 76.9 µM), for inactives: at the top dose activity, negative = inhibition, hits mostly inhibitors. 0.031% of 330,000 active; further: potency means the concentration at half of the fitted maximal effect; on the % scale 0 is the no-effect control and ±100 the full control effect; nearly all actives have a fitted effect of over 80% in size
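25 nM Mm-CPN + cpd, 10 min 37°C; + 10 uM ATP, 30 min 37°C; buffer 30 mM Tris pH 7.4, 100 mM KCl, 5 mM MgCl2, 1 mM DTT; Transcreener ADP HTRF detection 30 min RT.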
EPAC2 antagonist: blocks human EPAC2 exchange factor; Q8WZA2; EPAC2 GEF exchange of Rap1B-BODIPY-GDP, fluorescence; Potency, µM (top dose mostly 114 µM), without a hit: at the highest dose activity, negative = inhibition, actives largely listed as inhibitors; 0.18% of 360,000 active; further: potency means the concentration at half of the fitted maximal effect; on the % scale 0 is the no-effect control and ±100 the full control effect; nearly all actives have a fitted effect of over 45% in size; many of its hits are not listed in these tables
Target sequence (Q8WZA2 whole entry, looked up): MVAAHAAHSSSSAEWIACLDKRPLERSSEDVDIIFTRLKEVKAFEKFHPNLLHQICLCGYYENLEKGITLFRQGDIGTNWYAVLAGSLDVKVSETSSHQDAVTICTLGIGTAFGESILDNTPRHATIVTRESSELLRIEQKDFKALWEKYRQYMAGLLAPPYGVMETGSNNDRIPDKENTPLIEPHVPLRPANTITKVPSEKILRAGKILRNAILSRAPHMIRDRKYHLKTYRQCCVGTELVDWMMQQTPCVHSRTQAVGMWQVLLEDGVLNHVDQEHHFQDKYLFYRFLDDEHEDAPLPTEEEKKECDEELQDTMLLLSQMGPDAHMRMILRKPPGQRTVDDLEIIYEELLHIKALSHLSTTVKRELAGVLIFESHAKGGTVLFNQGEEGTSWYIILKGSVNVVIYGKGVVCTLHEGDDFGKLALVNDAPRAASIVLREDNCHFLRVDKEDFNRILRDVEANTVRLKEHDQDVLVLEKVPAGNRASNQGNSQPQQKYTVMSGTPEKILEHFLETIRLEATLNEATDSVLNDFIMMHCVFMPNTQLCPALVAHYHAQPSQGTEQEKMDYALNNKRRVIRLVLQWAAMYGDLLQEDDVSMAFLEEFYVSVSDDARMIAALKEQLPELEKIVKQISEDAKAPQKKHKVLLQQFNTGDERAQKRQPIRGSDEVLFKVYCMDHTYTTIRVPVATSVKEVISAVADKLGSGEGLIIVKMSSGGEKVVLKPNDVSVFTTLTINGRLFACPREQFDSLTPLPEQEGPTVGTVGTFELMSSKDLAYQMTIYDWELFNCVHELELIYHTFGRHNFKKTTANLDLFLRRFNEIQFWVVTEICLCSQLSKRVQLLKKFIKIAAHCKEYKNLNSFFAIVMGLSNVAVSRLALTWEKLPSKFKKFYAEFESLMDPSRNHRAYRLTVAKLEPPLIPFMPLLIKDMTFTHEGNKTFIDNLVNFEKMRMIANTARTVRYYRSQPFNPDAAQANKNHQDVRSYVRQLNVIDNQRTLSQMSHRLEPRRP
EPAC2 agonist: activates human EPAC2 exchange factor; EPAC2 activation, biochemical qHTS; response scale: 100% = 6.5 mM cAMP response; Potency, µM (highest dose often 154 µM), inactives show top-dose activation, hits mostly activators; 0.079% of 360,000 active; further: potency means the concentration at half of the fitted maximal effect; nearly all actives have a fitted effect of over 50% in size
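Readout is BODIPY fluorescence (480 nm excitation, 540 nm emission), which falls as labeled GDP is exchanged off Rap1B. EPAC2 at 100 nM acted on 250 nM RAP1B-BODIPY-GDP with 50 uM GDP present.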
Nrf2 activator: activators of Nrf2 (ARE) signaling; 0.31% of 410,000 active; Potency, µM (top dose mostly 46.1 µM), for the others: at the highest dose activation, most hits filed as activators; AREc32 ARE-luciferase reporter (MCF7-derived line), luminescence, 24 h; further: potency means the concentration at half of the fitted maximal effect; % of control where 0% means no effect; nearly all actives have a fitted effect of over 65% in size
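AREc32 cells carrying an ARE-driven firefly luciferase, 1000 cells/well in OPTI-MEM with 5% FBS, dosed after overnight attachment and incubated 24 hr at 37 deg C. Steady-Glo luminescence read after 30 min at RT.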
pAkt inh: Akt phosphorylation inhibition; Neuro2A IGF-stimulated pAkt S473 HTRF, 20 min; active compounds read low; activity change, % for hits at 50 µM; 0.32% of 360,000 active; in the data active means activity change below about -80%; inconclusive means mostly about -51% to -80%; further: on the % scale 0 is the no-effect control and ±100 the full control effect
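Single-point screen (50 µM final compound) in Neuro2A cells stimulated 20 min with 6 nM IGF at 37 deg C. After lysis, Ser473-phosphorylated Akt read by HTRF (ex 330 nm, em 615/665 nm) as the 665/615 ratio.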
TGFb SMAD3 inh: inhibitors of TGF-b signaling. HepG2 CAGA-GFP TGF-b/SMAD3 reporter, GFP fluorescence, 18 h; TGF-beta stimulated, 500 pg/mL final. Potency, µM (titrated, usually from 46.1 µM), for the others: top-dose activity, negative = inhibition, actives largely listed as inhibitors. 1.2% of 410,000 active. AID 588855; further: potency means the concentration at half of the fitted maximal effect; on the % scale 0 is the no-effect control and ±100 the full control effect; nearly all actives have a fitted effect of over 65% in size
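Smad-responsive CAGA-GFP expression was quantified in HEPG2 cells exposed to compounds and 500 pg/mL final TGF-beta for 18 h at 37 degrees C; unstimulated wells defined full inhibition.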
Nrf2 block: Nrf2 pathway inhibition; Potency, µM (top dose mostly 46 µM), for inactives: at the top dose activity change, negative = inhibition, most hits filed as inhibitors; A549 ARE-Fluc reporter, luciferase luminescence, 18-24 h; AID 504444; 2.1% of 360,000 active; further: potency means the concentration at half of the fitted maximal effect; on the % scale 0 is the no-effect control and ±100 the full control effect; nearly all actives have a fitted effect of over 60% in size
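A549 ARE_Fluc cells (5000/well, 5% FBS OPTI-MEM) pre-incubated 2 h, then treated with compounds 18-24 h at 37C/5% CO2 in concentration-response. CellTiter-Fluor viability read first; BugLite luciferase luminescence after 15 min at room temperature gives Nrf2 activity.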
A549 tox: kills or reduces viability of A549 cells in Nrf2 counter-screen. A549 ARE-Fluc cells, CellTiter-Fluor viability, 18-24 h. Potency, µM (series often up to 46 µM), inactives show top-dose activity change, negative = cytotoxicity, hits mostly inhibitors. 0.16% of 390,000 active; further: potency means the concentration at half of the fitted maximal effect; on the % scale 0 is the no-effect control and ±100 the full control effect
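A549 ARE-Fluc cells in 5% FBS OPTI-MEM, 5000 cells/well, rested 2 h then exposed to compounds in concentration-response for 18-24 h at 37 °C. Viability by CellTiter-Fluor fluorescence (Ex 405/Em 525) after 30 min; luciferase luminescence (BugLite, 15 min, RT) read afterwards.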
CCT chaperon mod: changes cytosolic chaperonin activity; activity change, % (no concentration beside the values), hits read low; 0.3% of 360,000 active; purified chaperonin ATPase assay, HTRF ADP detection, 30 min; in the data active means activity change below about -30%; further: on the % scale 0 is the no-effect control and ±100 the full control effect
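We incubate TRiC, 40 or 20 nM final, with library compounds at 76 uM and 10 uM ATP for 30 min at 37 °C. ADP formed is detected with Transcreener HTRF reagents after 30 min at room temperature.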
Starred values were filed as active, the others as inactive; i = inactive; ? = inconclusive; . = no result given; & = joins results of further samples; [ ] = another dose, or the depositor's remark. Unless noted, the call rests on the fitted dose curve; in most records, active means well fitted curve in the direction sought with a large enough effect; inconclusive means small, poorly fitted or top-dose-only effect, or another doubt; inactive means no such curve, though single readings can be large; an effect the other way counts as inactive or inconclusive.

Every second line gives: MmCpn inh | EPAC2 antagonist | EPAC2 agonist | Nrf2 activator | pAkt inh | TGFb SMAD3 inh | Nrf2 block | A549 tox | CCT chaperon mod
- COc1ccccc1C(C)Nc1nc(-c2cccnc2)nc2ccccc12 (centres undefined)
  0% | -16% | 8% | 0.4% | i | ? | -11% | -2% | 0.9
- COc1cccc(-c2nc(-c3ccc(-c4ccccc4)nc3OC)no2)c1
  . | . | . | 26% | . | 0% | ? | 3% | .
- O=C(Nc1cccc([N+](=O)[O-])c1)c1ccc(CN2CCOCC2)cc1
  0% | 2% | -7% | 5.6% | i | -19% | -29% | 2% | -4.1
- COc1ccc(CCNC(=O)CN(c2ccc(OC)c(OC)c2)S(C)(=O)=O)cc1
  0% | 2% | 10% | -0.4% | i | -13% | -30% | -7% | -1.2
- Cc1ccc(NC(=O)c2ccccc2)cc1-n1cnnn1
  1% | 7% | 4% | 4.2% | i | -16% | -10% | 1% | 0.5
- COc1cc(OC)c(Nc2cc(C)nc3ncnn23)cc1Cl
  . | . | . | 12% | . | 12% | -2% | 2% | .
- O=C(COc1ccc2ccccc2c1Br)N1CCN(c2ccccn2)CC1
  -19% | 0% | 14% | -0.1% | . | 21% | . | -1% | -1.4
- CCc1nn2c(-c3ccccc3OC)ccnc2c1-c1ccc(F)cc1
  . | . | . | 6.9% | . | ? | ? | 5% | .
- COc1ccc(NC(=O)C[C@H]2C(=O)N(c3ccccc3)C[C@@H]2C)cc1
  . | -6% | 0% | 0.0% | i | 16% | . | . | 0.2
- COc1cccc2[nH]c(=O)c(-c3ccccc3)cc12
  ? | -1% | 8% | -0.2% | i | 17% | ? | -6% | -7.0
- CCCCc1cc(=O)oc2cc(OCC(=O)NCc3ccccn3)ccc12
  -2% | -11% | -6% | 0.2% | i | 2% | 10% | 2% | -0.7
- CCCN1CCC(=O)N([C@H](CO)Cc2ccccc2)CC1
  0% | 4% | 11% | -0.2% | i | ? | 7% | -1% | -1.4
- COC(=O)C(C)Oc1cc(OC(C)C(=O)OC)c2c(-c3ccccc3)cc(=O)oc2c1 (centres undefined)
  -1% | ? | 7% | 0.0% | i | -9% | 12% | -1% | 2.5
- CCCCn1c(=S)[nH]c2cc(S(=O)(=O)N3CCOCC3)ccc21
  -2% | -7% | -5% | -0.4% | i | 2% | ? | 0% | 0.7
- Cc1cc(OCc2ccccc2)ccc1/C(O)=C1/C(=O)C(=O)N(Cc2cccnc2)C1c1ccncc1 (centres undefined)
  -14% | 0% | -7% | -0.2% | i | 0% | 9% | 2% | -1.8
- COCC(C)NCc1cc(Br)ccc1OC (centres undefined)
  0% | 1% | -4% | -0.8% | i | -1% | 1% | -5% | -0.6
- C=C(C)CSc1nc(N)cc(=O)[nH]1
  1% | 18% | 4% | -0.5% | i | 0% | 7% | 1% | 0.7
- CC(C)/C=N/Nc1nc(-c2ccc(Br)cc2)cs1
  4% | 5% | 3% | 12% | i | ? | 27% | 9% | 4.3
- O=c1ccn([C@@H]2O[C@H](CNCc3ccc(-c4cc(C(F)(F)F)ccc4Cl)o3)[C@@H](O)[C@H]2O)c(=O)[nH]1
  . | -4% | 0% | 2.8% | i | 8% | 9% | 0% | 1.4
- COc1ccccc1C1CN=NC12CCCc1ccccc1C2=O (centres undefined)
  0% | -5% | 9% | -0.4% | i | -13% | 5% | -11% | 0.1
- COCCNc1oc(-c2ccc(F)cc2)nc1C#N
  -6% | -3% | -5% | 2.5% | i | -2% | ? | -2% | -0.1
- CCN(Cc1ccccc1)S(=O)(=O)c1c(C(=O)N2CCCC2)c(C)n(C)c1C
  -1% | -2% | -1% | -0.1% | i | 2% | 4% | 1% | -3.9
- COC(=O)Cn1c(CN2CCN(c3ccc(F)cc3)CC2)nc2c1c(=O)n(C)c(=O)n2C
  1% | -3% | -9% | -0.7% | i | -21% | 18µM* | -5% | -3.8
- O=S(=O)(c1cc(Cl)ccc1Cl)n1ccnc1
  0% | 1% | 7% | -0.4% | i | ? | 2% | -2% | -1.5
- CC[C@@H]1[C@H]2CCCC(=O)N3CC[C@@H](C[C@@H]1OC(=O)Nc1ccccc1)[C@@H]23
  -2% | -3% | 3% | -0.1% | i | -20%&-13% | -13% | -3% | -1.6
- Cc1cccc(NC(=O)CSc2nnc(C3CC3)n2CC2CCCO2)c1C (centres undefined)
  2% | 4% | 11% | -0.6% | i | 14% | 2% | 2% | -2.5
- CN(C)c1ccc(S(=O)(=O)N2CCCCC2)cc1NC(=O)C1=NN(c2ccccc2)C(=O)CC1
  -8% | 7% | 6% | -0.2% | i | 1% | -19% | 9% | -1.3
- CNC(=S)N/N=C(\C)c1ccc(Cl)c(Cl)c1
  2% | -13% | 5% | 8.2% | i | -14% | -2% | 0% | -1.1
- O=C(c1cccc(Cl)c1)N1CCC(N2CCC(C(=O)N3CCOCC3)CC2)CC1
  1% | 1% | 3% | 0.2% | i | 0% | -2% | 1% | -1.5
- Cc1nc(SCC(=O)NNC(=O)c2cccs2)[nH]c(=O)c1C
  2% | 25% | 6% | 4.1% | i | 2% | -4% | -18% | 1.8
- O=C(O)CCC(=O)Nc1ccc(C(=O)OCC(=O)c2ccc(Cl)cc2)cc1
  0% | 7% | 8% | -0.8% | i | -4% | ? | 3% | -0.6
- O=[N+]([O-])c1ccc(C2OCCO2)cc1CS(=O)(=O)c1ccccc1
  -1% | -8% | 9% | 0.1% | i | -4% | -1% | -5% | -0.7
- O=C(Nc1ccccc1)C1CCN(c2nccs2)CC1
  -2% | 3% | -5% | -0.8% | i | 1% | -7% | -2% | -0.7
- Cc1ccc(SC(C)C(=O)NC(N)=O)c(C)c1 (centres undefined)
  2% | 2% | 9% | -0.5% | i | -11% | 4% | 1% | -3.6
- CCc1ncc(CN2CCC(C(=O)Nc3ccc(-n4nc(C)cc4C)cc3)CC2)cn1
  -1% | 9% | 0% | -0.4% | i | -7% | -17% | 3% | -1.6
- OCCNc1nc(Nc2cccc(O)c2)nc2ccccc12
  0% | 39%[activator] | -4% | 3.3% | i | ? | 7% | 3% | -0.1
- CC1=C(C(=O)N2CCOCC2)C(c2ccccc2F)C2=C(CC(C)(C)CC2=O)N1 (centres undefined)
  -1% | 4% | -6% | 0.3% | i | -11% | 3% | -3% | -1.5
- CC(Oc1ccc2ccccc2c1)C(=O)NNC(=O)Nc1ccccc1F (centres undefined)
  0% | -6% | 10% | 0.3% | i | ? | -7% | 1% | -2.2
- CCC(C)(C)C1CCC2(CC1)NC(=S)N(c1ccccc1)N2 (centres undefined)
  0% | -14% | -3% | 2.7% | i | -16% | 1% | -2% | -0.3
- CC1(C)C2CCC1(CS(=O)(=O)N1CCN(c3ccc(F)cc3)CC1)C(=O)C2 (centres undefined)
  -1% | -14% | 2% | 0.3% | i | 2% | -26% | -2% | 1.3
- COc1ccc(CC(=O)N2CCN(c3ccccn3)CC2)cc1OC
  0% | -1% | 9% | -0.5% | i | 30% | -5% | -10% | -2.3
- COc1ccc2oc(=O)c(C(=O)N3CCN(c4ccc(F)cc4)CC3)cc2c1
  1% | 2% | -8% | -0.2% | i | -4% | . | -1% | -1.4
- Cc1ccc(NC(=O)CCNCc2ccco2)cc1S(=O)(=O)N(C)C
  -8% | 2% | 3% | 0.3% | i | -2% | 14% | 6% | 2.2
- O=C(NCc1ccccc1Cl)C1CCCN1S(=O)(=O)c1ccc(F)cc1 (centres undefined)
  0% | 8% | 8% | 0.4% | i | ? | ? | -15% | 1.4
- Cc1nc2c(C(=O)NCc3ccc4c(c3)OCO4)c[nH]n2c(=O)c1Cc1ccccc1F
  1% | -12% | 17% | 2.0% | i | ? | ? | 1% | -0.4
- COCCNC(=O)C(C)OC(=O)c1cc2sccc2n1C (centres undefined)
  0% | 13% | -12% | 2.8% | i | -18% | 1% | 1% | 0.3
- Cc1ccc(OCC(=O)NCC(=O)Nc2ccc(F)cc2)c([N+](=O)[O-])n1
  0% | 5% | 7% | -0.5% | i | 0% | -1% | 0% | 1.0
- NS(=O)(=O)c1ccc(NC(=O)CSc2ncccn2)cc1
  2% | 11% | -3% | -0.7% | i | -17% | 20% | 1% | 1.8
- CCOC(=O)c1nn(-c2ccccc2)cc1O
  0% | -4% | -1% | -0.4% | i | -23% | -1% | -2% | 0.4
- O=C(CSc1nnc(-c2ccc(F)cc2)o1)Nc1ccc(S(=O)(=O)N2CCCCCC2)cc1
  0% | -2% | 7% | -0.4% | i | -25% | ? | 0% | -6.3

By substructure: the entries above containing an NH in an aromatic ring (six)
Every second line gives: MmCpn inh | EPAC2 antagonist | EPAC2 agonist | Nrf2 activator | pAkt inh | TGFb SMAD3 inh | Nrf2 block | A549 tox | CCT chaperon mod
- COc1cccc2[nH]c(=O)c(-c3ccccc3)cc12
  ? | -1% | 8% | -0.2% | i | 17% | ? | -6% | -7.0
- CCCCn1c(=S)[nH]c2cc(S(=O)(=O)N3CCOCC3)ccc21
  -2% | -7% | -5% | -0.4% | i | 2% | ? | 0% | 0.7
- C=C(C)CSc1nc(N)cc(=O)[nH]1
  1% | 18% | 4% | -0.5% | i | 0% | 7% | 1% | 0.7
- O=c1ccn([C@@H]2O[C@H](CNCc3ccc(-c4cc(C(F)(F)F)ccc4Cl)o3)[C@@H](O)[C@H]2O)c(=O)[nH]1
  . | -4% | 0% | 2.8% | i | 8% | 9% | 0% | 1.4
- Cc1nc(SCC(=O)NNC(=O)c2cccs2)[nH]c(=O)c1C
  2% | 25% | 6% | 4.1% | i | 2% | -4% | -18% | 1.8
- Cc1nc2c(C(=O)NCc3ccc4c(c3)OCO4)c[nH]n2c(=O)c1Cc1ccccc1F
  1% | -12% | 17% | 2.0% | i | ? | ? | 1% | -0.4

This is a subset; count on the stated rates, not on these rows.
